Source: PubChem
SMN2 splice enh: qHTS Assay for Enhancers of SMN2 Splice Variant Expression; hit rate 2.8% among 210,000; Potency, µM (highest dose often 46.1 µM), for inactives: top-dose activity change, positive = activation, hits mostly activators; HEK293 SMN2-luciferase splicing reporter, luminescence, 30-36 h; also: % of control where 0% means no effect; nearly all actives have a fitted effect of over 55% in size
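qHTS luciferase splicing reporter: luminescence rises when SMN2 exon 7 is included in transfected HEK293 cells. Compound exposure lasted 30-36 h at 37C, with 4.5 mM final sodium butyrate as control, followed by a ONE-Glo read.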
HTT cytoprotect: qHTS Multiplex Assay to Identify Dual Action Probes in a Cell Model of Huntington: Cytoprotection (ATP); Potency, µM (titrated, usually from 56.4 µM), without a hit: cytoprotection (ATP increase), usual class: activators; PC12 HTT-Q103 induced, cytoprotection, ATP luminescence, 40 h; hit rate 0.14% among 230,000;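 also: % of control where 0% means no effect; nearly all actives have a fitted effect of over 45% in size; toxic huntingtin expression switched on by the ecdysone agonist tebufenozide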
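Compounds were screened for protection of PC12 cells against cell death after tebufenozide induction (100 nM final) of mutant Huntingtin exon 1 (Q103) fused to GFP.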
Tau fluor cs: Counterscreen qHTS for Inhibitors of Tau Fibril Formation, Fluorescence Polarization; tau K18 P301L Alexa594 fluorescence, heparin fibrillization; Potency, µM (top dose mostly 57.7 µM), for the others: at the highest dose activity change, negative = decrease; hit rate 0.93% among 280,000; also: % is scaled to controls: 0 for no effect and ±100 for the full control effect; nearly all actives have a fitted effect of over 55% in size
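Human K18 P301L tau (15 uM unlabeled plus 0.24 uM Alexa 594-labeled, final) in 100 mM sodium acetate pH 7 was mixed with compound and 20 uM heparin and incubated 6 hr at 37 C.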
HTT aggregate: qHTS Multiplex Assay to Identify Dual Action Probes in a Cell Model of Huntington: Aggregate Formation (GFP); PC12 HttQ103-GFP aggregates, Acumen cytometry, 40 h; Potency, µM (highest dose often 46.1 µM), for the others: at the highest dose activity change, negative = inhibition, usual class: inhibitors; hit rate 1.1% among 220,000; also: % is scaled to controls: 0 for no effect and ±100 for the full control effect; nearly all actives have a fitted effect of over 60% in size
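Compounds (qHTS titration) were added to PC12 cells expressing an ecdysone-driven HTT exon 1 Q103–GFP fusion after induction with 100 nM tebufenozide. Aggregate formation was measured as GFP objects in cell lysates.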
JMJD2E inh: qHTS Assay for Inhibitors of Human Jumonji Domain Containing 2E (JMJD2E) | Lysine-specific demethylase 4E (Homo sapiens), B2RXH2 | JMJD2E catalytic domain, FDH-coupled NADH fluorescence (FDH is formaldehyde dehydrogenase) | Potency, µM (titrated, usually from 57.1 µM), without a hit: at the top dose activity change, negative = inhibition, actives largely listed as inhibitors | hit rate 1.6% among 230,000; active = well fitted inhibition curve with a large enough effect, not every such curve was filed as active; inconclusive = small, poorly fitted or top-dose-only effect, or another doubt; inactive = no such curve, though single readings can be large or run the other way;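 also: 0% = wells with enzyme and -100% = buffer wells without enzyme; nearly all actives have a fitted effect of over 50% in size; many of its hits are not listed in these tables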
Target sequence (B2RXH2 1-337 limits assumed): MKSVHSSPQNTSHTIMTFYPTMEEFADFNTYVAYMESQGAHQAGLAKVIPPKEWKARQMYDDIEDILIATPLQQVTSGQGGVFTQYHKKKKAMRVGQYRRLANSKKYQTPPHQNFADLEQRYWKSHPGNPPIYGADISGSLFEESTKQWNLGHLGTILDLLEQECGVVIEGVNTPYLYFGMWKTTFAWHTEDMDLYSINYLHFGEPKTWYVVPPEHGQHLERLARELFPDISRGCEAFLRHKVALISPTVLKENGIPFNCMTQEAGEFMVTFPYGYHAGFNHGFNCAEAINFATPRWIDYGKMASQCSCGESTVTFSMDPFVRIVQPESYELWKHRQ
ALDH1A1 block: qHTS Assay for Inhibitors of Aldehyde Dehydrogenase 1 (ALDH1A1) | Aldehyde dehydrogenase 1A1 (Homo sapiens), P00352 | Potency, µM (highest dose often 75.3 µM), for inactives: top-dose activity, negative = inhibition, actives largely listed as inhibitors | hit rate 7.3% among 220,000 | Purified ALDH1A1, NADH fluorescence, propionaldehyde substrate; active = well fitted inhibition curve with a large enough effect, not every such curve was filed as active; inconclusive = small, poorly fitted or top-dose-only effect, or another doubt; inactive = no such curve, though single readings can be large or run the other way;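 also: plate controls were no enzyme wells and a reference inhibitor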
Target sequence (P00352 whole entry, looked up): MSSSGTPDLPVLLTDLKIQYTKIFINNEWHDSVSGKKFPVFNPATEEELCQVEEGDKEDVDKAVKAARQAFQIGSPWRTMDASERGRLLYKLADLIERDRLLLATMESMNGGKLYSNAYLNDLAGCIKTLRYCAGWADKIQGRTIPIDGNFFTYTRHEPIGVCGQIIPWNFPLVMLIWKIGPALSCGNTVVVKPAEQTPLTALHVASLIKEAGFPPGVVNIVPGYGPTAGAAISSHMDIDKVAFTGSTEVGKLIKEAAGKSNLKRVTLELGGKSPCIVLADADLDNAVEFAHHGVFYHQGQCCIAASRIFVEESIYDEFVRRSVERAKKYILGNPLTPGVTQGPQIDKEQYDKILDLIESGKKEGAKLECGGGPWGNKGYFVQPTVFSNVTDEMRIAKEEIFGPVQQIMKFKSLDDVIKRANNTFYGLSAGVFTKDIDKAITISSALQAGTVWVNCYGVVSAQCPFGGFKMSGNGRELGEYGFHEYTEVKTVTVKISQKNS
Tau ThT inhib: qHTS for Inhibitors of Tau Fibril Formation, Thioflavin T Binding; recombinant tau K18 P301L (four-repeat tau fragment), heparin-induced fibrillization, ThT fluorescence; hit rate 2.1% among 270,000; Potency, µM (series often up to 57.4 µM), inactives show at the top dose activity, negative = inhibition, hits mostly inhibitors; Microtubule-associated protein tau (Homo sapiens), P10636; AID 1460, 2008; also: % is scaled to controls: 0 for no effect and ±100 for the full control effect; nearly all actives have a fitted effect of over 55% in size
Target sequence (P10636 561-689 P618L limits assumed): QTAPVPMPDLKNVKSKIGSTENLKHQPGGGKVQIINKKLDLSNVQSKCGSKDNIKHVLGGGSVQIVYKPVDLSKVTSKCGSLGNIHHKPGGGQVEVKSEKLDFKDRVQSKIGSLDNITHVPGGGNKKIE
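Recombinant human tau K18 fragment […] carrying P301L, 15 uM unlabeled plus 0.24 uM Alexa 594-labeled, was fibrillized with 20 uM heparin in 100 mM sodium acetate pH 7 for 6 hr at 37 C; 30 uM ThT fluorescence read after 1 hr.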
Tau FP inhib: qHTS for Inhibitors of Tau Fibril Formation, Fluorescence Polarization; Microtubule-associated protein tau (Homo sapiens), P10636; K18 P301L tau heparin fibrillization, Alexa594 FP, 6 h; Potency, µM (top dose mostly 57.7 µM), for inactives: at the highest dose activity, negative = inhibition, hits mostly inhibitors; hit rate 0.39% among 280,000; AID 1468, 2008; also: % is scaled to controls: 0 for no effect and ±100 for the full control effect; nearly all actives have a fitted effect of over 55% in size
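Human tau K18 […] P301L fragment, 15 uM unlabeled plus 0.24 uM Alexa 594-labeled tau (final), with compound and 20 uM heparin in 100 mM sodium acetate pH 7; 6 hr at 37 C, then Alexa 594 FP read.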
Numbers without * were called inactive; [ ] = dose if it differs, or a comment. Unless noted, calls follow the shape of the dose curve; as a rule, active = well fitted curve in the direction sought with a large enough effect; inconclusive = small, poorly fitted or top-dose-only effect, or another doubt; inactive = no such curve, though single readings can be large; an effect the other way counts as inactive or inconclusive. Potency is read from the fitted curve at half-maximal effect. Only part of the results is shown; count on the stated rates, not on these rows.

What do the screens show for `O=C(CC1N=C2c3ccccc3N=C(SCC(=O)Nc3ccccc3F)N2C1=O)NCc1ccc2c(c1)OCO2` (stereo not given)?
SMN2 splice enh: 5%; Tau fluor cs: -26%; Tau ThT inhib: inconclusive; Tau FP inhib: -11%

What do the screens show for `O=C1CC(C(=O)O)S/C(=N\N=C\c2ccc(Br)cc2)N1` (stereo not given)?
HTT cytoprotect: 5%[10 µM]; Tau fluor cs: 8%; HTT aggregate: -9%[9.22 µM]; JMJD2E inh: -9%; ALDH1A1 block: -3%; Tau ThT inhib: 4%; Tau FP inhib: -4%

What do the screens show for `CCOc1ccccc1NC(=O)c1c(NC(=O)CNCc2ccco2)sc2c1CCC2`?
SMN2 splice enh: 6%; HTT cytoprotect: -20%; Tau fluor cs: -1%; HTT aggregate: -3%; JMJD2E inh: -4%; ALDH1A1 block: 2%; Tau ThT inhib: -5%; Tau FP inhib: 3%

How did CCS(=O)(=O)N1Cc2ccccc2CC1C(=O)N1CCN(c2cccc(C)c2C)CC1 (stereo not given) do in these assays?
SMN2 splice enh: -3%; HTT cytoprotect: -1%[10 µM]; Tau fluor cs: -5%; HTT aggregate: 1%; JMJD2E inh: -19%; ALDH1A1 block: inconclusive; Tau ThT inhib: inconclusive; Tau FP inhib: -1%

How did COc1ccccc1N1CCN(C(CNC(=O)c2ccc3c(c2)OCO3)c2cccnc2)CC1 (stereo not given) do in these assays?
SMN2 splice enh: -19%; HTT cytoprotect: -36%; Tau fluor cs: 0%; HTT aggregate: -32%; JMJD2E inh: inconclusive; ALDH1A1 block: 0%; Tau ThT inhib: -2%; Tau FP inhib: 6%

What do the screens show for `CCn1c(SCC(=O)Nc2ccc(N3CCOCC3)cc2)nnc1-c1ccc(OC)cc1`?
SMN2 splice enh: -12%; HTT cytoprotect: -29%; Tau fluor cs: -23%; HTT aggregate: -6%; JMJD2E inh: -6%; ALDH1A1 block: -2%; Tau ThT inhib: inconclusive; Tau FP inhib: 4%

Results for CCc1ccc(C(CC(=O)c2ccc(Cl)cc2)C(=O)O)cc1 (stereo not given) ?
SMN2 splice enh: 24%; HTT cytoprotect: -1%; Tau fluor cs: 5%; HTT aggregate: -7%; JMJD2E inh: 6%; ALDH1A1 block: 8%; Tau ThT inhib: -9%; Tau FP inhib: 2%

Results for c1ccc(Cc2nnc3sc(Nc4ccccc4)nn23)cc1 ?
SMN2 splice enh: -28%; HTT cytoprotect: 14%[0.074 µM]; Tau fluor cs: -16%; HTT aggregate: 11%; JMJD2E inh: -4%; ALDH1A1 block: 7%; Tau ThT inhib: -7%; Tau FP inhib: -15%

Results for COc1ccc(C(=O)/C=C/NCc2ccc(F)cc2)cc1OC ?
HTT cytoprotect: -20%[10 µM]; Tau fluor cs: -23%; HTT aggregate: -1%[9.22 µM]; JMJD2E inh: inconclusive; ALDH1A1 block: 22µM*; Tau ThT inhib: -23%; Tau FP inhib: -5%

What do the screens show for `CCn1cc(C(=O)N[C@H](C)c2ccccc2)c(=O)c2cc(F)c(N3CCN(C)CC3)cc21`?
SMN2 splice enh: -2%; HTT cytoprotect: inconclusive; Tau fluor cs: -16%; HTT aggregate: 0%; JMJD2E inh: inconclusive; ALDH1A1 block: inconclusive; Tau ThT inhib: -13%; Tau FP inhib: -7%

How did CC(=O)N1CCC2(CC1)CC(=O)c1cc(OCC(=O)N3CCCC3)ccc1O2 do in these assays?
SMN2 splice enh: -53%[inhibitor]; HTT cytoprotect: -29%; Tau fluor cs: -1%; HTT aggregate: 5%; JMJD2E inh: inconclusive; ALDH1A1 block: inconclusive; Tau ThT inhib: -3%; Tau FP inhib: 5%

Results for Cc1cc(Cl)ccc1OCC(=O)OCC(=O)Nc1ccc(F)c([N+](=O)[O-])c1 ?
SMN2 splice enh: 4%; Tau fluor cs: 11µM*[quencher]; HTT aggregate: 2%; JMJD2E inh: 4%; ALDH1A1 block: -9%; Tau ThT inhib: inconclusive; Tau FP inhib: inconclusive

What do the screens show for `O=C(c1ccc(CSc2nc3ccncc3n2Cc2ccccc2F)cc1)N1CCCCC1`?
SMN2 splice enh: -20%; Tau fluor cs: -3%; Tau ThT inhib: -1%; Tau FP inhib: 4%

What do the screens show for `CCCCCN=C(C)c1c(O)c2ccccc2oc1=O`?
HTT cytoprotect: -9%; Tau fluor cs: -7%; HTT aggregate: 7%; JMJD2E inh: 1%; ALDH1A1 block: inconclusive; Tau ThT inhib: -2%; Tau FP inhib: 4%

What do the screens show for `CCOC(=O)Cn1c(-c2cccnc2Cl)nc2cc(C)c(C)cc21`?
SMN2 splice enh: 5%; HTT cytoprotect: -7%; Tau fluor cs: -7%; HTT aggregate: 9%; JMJD2E inh: -14%; ALDH1A1 block: -5%; Tau ThT inhib: -3%; Tau FP inhib: 3%

How did CCn1cc(C(=O)OCc2ccccc2)c(=O)c2ccc(C)nc21 do in these assays?
SMN2 splice enh: 13%; HTT cytoprotect: 0%; Tau fluor cs: -2%; HTT aggregate: 2%; JMJD2E inh: 6%; ALDH1A1 block: -13%; Tau ThT inhib: -5%; Tau FP inhib: -5%

Results for CC1(C)CC(=O)C(Sc2ccc(Br)cc2)=C(O)C1 ?
SMN2 splice enh: 2%; HTT cytoprotect: -26%; Tau fluor cs: 3%; HTT aggregate: 9%; JMJD2E inh: -1%; ALDH1A1 block: -2%; Tau ThT inhib: -5%; Tau FP inhib: 5%

What do the screens show for `Cc1ccc(S(=O)(=O)N2CCC(C(=O)N[C@@H](C)C(=O)Nc3ccc4c(c3)OCO4)CC2)cc1`?
HTT cytoprotect: -35%; Tau fluor cs: -24%; HTT aggregate: 14%; JMJD2E inh: 2%; ALDH1A1 block: -17%; Tau ThT inhib: inconclusive; Tau FP inhib: 5%

How did Cc1cc(C)c(NC(=S)NCCO)c(C)c1 do in these assays?
HTT cytoprotect: 7%[10 µM]; Tau fluor cs: 0%; HTT aggregate: -6%[9.22 µM]; JMJD2E inh: 2%; Tau ThT inhib: -2%; Tau FP inhib: -8%

Results for O=C(Cn1cc([N+](=O)[O-])cn1)Nc1ccn(Cc2c(F)c(F)c(F)c(F)c2F)n1 ?
SMN2 splice enh: -33%[inhibitor]; HTT cytoprotect: -40%[inhibitor]; Tau fluor cs: -8%; HTT aggregate: -2%; JMJD2E inh: 0%; ALDH1A1 block: 4%; Tau ThT inhib: -5%; Tau FP inhib: 10%

The closing two records of the part before are carried over, then new ones follow:
How did Cc1cc(C)c(NC(=S)NCCO)c(C)c1 do in these assays?
HTT cytoprotect: 7%[10 µM]; Tau fluor cs: 0%; HTT aggregate: -6%[9.22 µM]; JMJD2E inh: 2%; Tau ThT inhib: -2%; Tau FP inhib: -8%

Results for O=C(Cn1cc([N+](=O)[O-])cn1)Nc1ccn(Cc2c(F)c(F)c(F)c(F)c2F)n1 ?
SMN2 splice enh: -33%[inhibitor]; HTT cytoprotect: -40%[inhibitor]; Tau fluor cs: -8%; HTT aggregate: -2%; JMJD2E inh: 0%; ALDH1A1 block: 4%; Tau ThT inhib: -5%; Tau FP inhib: 10%

How did CN(C)c1ccc(-c2cc(NCc3ccccc3)ncn2)cc1 do in these assays?
SMN2 splice enh: 0.79µM*; HTT cytoprotect: -85%[inhibitor]; Tau fluor cs: inconclusive; JMJD2E inh: inconclusive; ALDH1A1 block: inconclusive; Tau ThT inhib: inconclusive; Tau FP inhib: 0%

What do the screens show for `COc1cc(C2c3c(oc4cc(C)c(C)cc4c3=O)C(=O)N2c2cc(C)ccn2)ccc1O` (stereo not given)?
SMN2 splice enh: -4%; HTT cytoprotect: 32%[10 µM]; Tau fluor cs: -20%; HTT aggregate: -5%; JMJD2E inh: 10%; ALDH1A1 block: 6%; Tau ThT inhib: -13%; Tau FP inhib: 1%

How did COc1ccc(Cc2n[nH]c(=S)n2NC(=O)Nc2ccc(Cl)c(Cl)c2)cc1 do in these assays?
HTT cytoprotect: 13%[10 µM]; Tau fluor cs: inconclusive; HTT aggregate: -27%[9.22 µM]; JMJD2E inh: -15%; Tau ThT inhib: 7%; Tau FP inhib: inconclusive

What do the screens show for `CCC(=O)Nc1ccc2nc(SCC(=O)N3CCCC3)sc2c1`?
SMN2 splice enh: 21%; HTT cytoprotect: -1%[10 µM]; Tau fluor cs: 3%; HTT aggregate: 2%; JMJD2E inh: 7%; ALDH1A1 block: inconclusive; Tau ThT inhib: -2%; Tau FP inhib: -4%

What do the screens show for `CC(=O)c1ccc(NC(=O)Nc2cccc(Cl)c2)cc1`?
SMN2 splice enh: 11µM*; HTT cytoprotect: -52%[inhibitor]; Tau fluor cs: 14µM*[quencher]; HTT aggregate: -24%; JMJD2E inh: 0%; ALDH1A1 block: -3%; Tau ThT inhib: inconclusive; Tau FP inhib: 20µM*

Results for O=C(C(Cc1ccccc1)n1cccc1)N1CCc2ccccc21 (stereo not given) ?
SMN2 splice enh: -13%; HTT cytoprotect: 5%[10 µM]; Tau fluor cs: -4%; HTT aggregate: 6%; JMJD2E inh: -4%; ALDH1A1 block: -10%; Tau ThT inhib: -9%; Tau FP inhib: -4%

What do the screens show for `COc1ccc(-n2nc(C(=O)NCC(=O)NCC3COc4ccccc4O3)c3ccccc3c2=O)c(OC)c1` (stereo not given)?
SMN2 splice enh: -9%; HTT cytoprotect: 17%; Tau fluor cs: -10%; HTT aggregate: 8%; JMJD2E inh: 6%; ALDH1A1 block: 2%; Tau ThT inhib: 1%; Tau FP inhib: -4%

Results for Cc1cnc(NC(=O)c2ccc3c(c2)C(=O)N(Cc2ccco2)C3=O)s1 ?
SMN2 splice enh: -15%; HTT cytoprotect: -11%; Tau fluor cs: -7%; HTT aggregate: -4%; JMJD2E inh: 5%; ALDH1A1 block: inconclusive; Tau ThT inhib: -18%; Tau FP inhib: -8%
